ERp5 block: inhibitors of human ERp5 | Q15084 | ERp5 insulin aggregation, absorbance 650 nm, 90 min | inhibition, % at 9.99 µM | actives 0.05% (n = 350,000);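 active = mean replicate inhibition above about 25%, with every replicate also reaching it, limit read from the data, passing the limit was not always enough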
Casp6 inh: inhibitors of human caspase-6; P55212; purified caspase-6, Z-VEID-R110 cleavage fluorescence; inhibition, % at 12.5 µM; actives 0.53% (n = 350,000); AID 686996;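 active = mean inhibition across replicates at least about 35%, with every replicate also reaching that limit, limit read from the data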;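 note: 0% = median of neutral control wells and 100% = no fluorescence left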
Target sequence (P55212 24-179 limits assumed): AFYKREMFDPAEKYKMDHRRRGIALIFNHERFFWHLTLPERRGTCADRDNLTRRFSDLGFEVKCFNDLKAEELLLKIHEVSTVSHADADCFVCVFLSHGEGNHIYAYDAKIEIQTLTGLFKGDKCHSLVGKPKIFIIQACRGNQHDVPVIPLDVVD
Target sequence (P55212 194-293 limits assumed): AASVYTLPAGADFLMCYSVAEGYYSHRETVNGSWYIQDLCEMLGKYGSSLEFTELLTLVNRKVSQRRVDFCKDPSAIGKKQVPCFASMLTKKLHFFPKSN
PglD DTNB: PglD (C. jejuni) enzyme inhibition | AID 602405 | purified PglD enzyme, DTNB colorimetric CoA detection | actives 0.098% (n = 360,000) | inhibition, % at 12.5 µM; in the data active = inhibition above about 16%, passing the limit was not always enough; note: strong numbers were not always called active
E-selectin induc: induces E-selectin expression in human endothelial cells | P16581 | HUVEC E-selectin immunofluorescence imaging; normalized: neutral wells 0, TNF-alpha wells 100 | activation, % at 7.58 µM | actives 0.37% (n = 260,000) | AID 686992;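 active = mean E-selectin-positive cell signal at least 10% of the positive control, reached in at least 60% of replicates, without over 20% cell loss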;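 note: in these data hits start at about 27%; measured in HUVEC primary endothelial cells; signal is the percent of cells scored E-selectin positive by PE staining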
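Read-out basis: % PE-positive cells; Test system: HUVEC primary endothelial cells; Technique: immunofluorescence imaging; Dosing: single-point compound dose.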
RAD54 inh: RAD54 (human) branch migration inhibition. AID 602329. actives 0.14% (n = 360,000). Q92698. inhibition, % at 10.4 µM. RAD54 Holliday junction branch migration, FAM/BHQ fluorescence;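 active = mean normalized replicate activity at least 40 and at least half of replicates scoring 40 or more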;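 note: 0% = median of neutral control wells and 100% = median of positive control wells; inhibitors cause a drop in the FAM fluorescence signal; in these data hits start at about 50%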
esBAF inh: SWI/SNF esBAF complex inhibition. actives 2% (n = 350,000). AID 602393. reporter increase, % at 12.5 µM. mouse ES cells, Bmi1-luciferase knock-in reporter, 24 h; 100% = twice the neutral-well signal; in the data active = activation above about 40%;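 note: 0% = median of the plate's neutral control wells and 100% = double that signal; a rise in the Bmi1 reporter signal indicates esBAF inhibition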
RAD52 inh: blocks human RAD52 DNA annealing; recombinant RAD52 DNA annealing, FRET fluorescence; inhibition, % at 18.7 µM; actives 0.46% (n = 360,000); AID 651710;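 active = every replicate showing at least 50% inhibition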
Target sequence (P43351 whole entry, looked up): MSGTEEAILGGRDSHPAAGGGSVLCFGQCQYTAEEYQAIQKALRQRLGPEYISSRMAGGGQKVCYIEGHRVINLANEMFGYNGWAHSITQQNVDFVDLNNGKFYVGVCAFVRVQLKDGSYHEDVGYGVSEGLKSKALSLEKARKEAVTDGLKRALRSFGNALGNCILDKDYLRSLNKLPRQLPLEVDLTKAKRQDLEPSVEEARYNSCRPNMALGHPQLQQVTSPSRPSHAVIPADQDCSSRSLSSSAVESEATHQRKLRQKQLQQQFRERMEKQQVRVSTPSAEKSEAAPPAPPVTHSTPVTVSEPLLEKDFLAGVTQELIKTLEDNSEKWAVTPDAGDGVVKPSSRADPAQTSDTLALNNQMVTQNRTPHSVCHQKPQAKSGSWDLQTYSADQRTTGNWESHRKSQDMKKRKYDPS
ARNT TACC3 PPI: disruptors of human ARNT/TACC3 interaction; actives 0.66% (n = 390,000); Q9Y6A5; AlphaScreen His-ARNT PAS-B/GST-TACC3 binding, luminescence; TACC3 fragment carries E629A point mutation; AID 623870; inhibition, % at 9.99 µM;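 active = mean inhibition of replicates at least 50% and at least half of replicates each reaching 50%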;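 note: 0% = complete ARNT plus TACC3 wells and 100% = ARNT alone without TACC3; many hits fall short of the cut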
* marks the source's active call; other numbers are inactive results; . = no result given.

Values in the order – ERp5 block	Casp6 inh	PglD DTNB	E-selectin induc	RAD54 inh	esBAF inh	RAD52 inh	ARNT TACC3 PPI
- Nc1cccc(Oc2cnccn2)c1
    0	-2	-4	0.1	4	3	-15	-2
- COc1ccccc1CNC(=O)COC(=O)CSc1ccc(C)c(C)c1
    2	2	-6	-1.4	-3	0	-10	-2
- COc1ccc(S(=O)(=O)N(C)C[C@H]2OCCCC[C@H](C)Oc3ccc(NC(=O)CCC(F)(F)F)cc3C(=O)N([C@H](C)CO)C[C@@H]2C)cc1
    5	0	2	0.3	1	10	-47	-4
- CC(C)(C)NC(=O)NC(=O)CN1CCN(c2ccccc2O)CC1
    -2	-2	.	-1.7	.	.	-7	0
- C[C@@H]1CN([C@@H](C)CO)C(=O)c2cccc(NC(=O)C3CCCCC3)c2O[C@H]1CN(C)S(C)(=O)=O
    -1	-1	-5	3.4	1	7	3	-12
- O=C(CSc1nc2ccccc2c(=O)n1C1CC1)NCc1ccccc1
    .	.	-5	-2.5	2	-5	.	3
- CCCC#Cc1ccc2c(c1)O[C@@H](CN(C)Cc1ccncc1)[C@@H](C)CN([C@@H](C)CO)S2(=O)=O
    -18	1	4	0.2	7	1	-13	-4
- O=C(Oc1ccc2c(c1)OCO2)c1cccs1
    -1	0	2	.	-1	-10	-1	.
- CCCS(=O)(=O)NC(=O)C1(C)CCCN(C(=O)c2ccccc2C(F)(F)F)C1 (centres undefined)
    10	0	-2	-0.1	-5	-13	0	.
- Cc1ccc(OCC(=O)NC2CCS(=O)(=O)C2)cc1 (centres undefined)
    -17	1	0	.	2	6	-19	-3
- O=C(Cn1cnnn1)NCCc1ccc(Cl)cc1Cl
    7	0	-1	.	1	3	-12	-1
- Cc1cc2nc(-c3cccc(Cl)c3)c(Cc3cccc(Cl)c3)n2c(C)c1Br
    -3	2	.	9.7	.	.	-17	.
- COCC(=O)N(C)C[C@@H]1Oc2cc(-c3cncnc3)ccc2S(=O)(=O)N([C@@H](C)CO)C[C@@H]1C
    -2	-4	-3	-0.1	-7	-3	-12	-10
- COc1ccccc1NS(=O)(=O)c1ccc(N2CCOCC2)c(N)c1
    2	-1	2	.	6	-7	-4	-6
- c1ccc(CCNCC2COc3ccccc3O2)cc1 (centres undefined)
    -5	1	2	0.0	4	-3	-30	8
- CCC(=O)N1[C@H](CN(C)C(C)=O)[C@@H](c2ccc(C3=CCCCC3)cc2)[C@@H]1CO
    .	.	0	0.1	-3	0	.	-3
- Cc1cc(S(=O)(=O)/N=C(\N)c2ccc(C(N)=O)cc2)cc(C)c1F
    6	-1	-1	0.1	4	1	-13	-3
- COc1ccc(C2C(C(=O)NCc3ccccn3)CCC(=O)N2c2cc(OC)c(OC)c(OC)c2)cc1 (centres undefined)
    5	0	2	-0.1	-15	3	-4	-3
- COc1ccc(C(=NN)c2ccc(OC)cc2)cc1
    9	0	.	0.0	.	.	-16	-3
- C/C(=N\S(=O)(=O)c1ccc(C)cc1)NC(=S)Nc1ccc(C)cc1
    -1	-2	4	.	-4	-11	-18	3
- CC(C)Sc1ncc(S(=O)(=O)c2ccccc2)c(=O)[nH]1
    -9	-1	.	.	.	.	-8	-5
- CCOP1(=O)OCC2OC(n3cnc4c(N)ncnc43)C(O)C2O1 (centres undefined)
    -2	2	6	0.3	4	.	0	.
- O=C(NN1C(=O)C2C(C1=O)C1C=CC2C12CC2)c1ccc(Cl)cc1 (centres undefined)
    1	-1	1	-0.2	-3	.	-9	-9
- CCCN1[C@@H]2c3ccc(-c4ccccc4)c(=O)n3C[C@@H]2[C@@H](CO)[C@@H]1C(=O)N1CCOCC1
    4	-2	-2	-0.1	-8	5	-8	9
- CCCCn1c(N)c(N(C(=O)CSc2nnnn2-c2ccccc2)C2CCCC2)c(=O)[nH]c1=O
    -10	-1	-2	.	-8	-8	-8	1
- CC(CCCC(C)(C)O)NC(=O)c1ccc2oc(CCc3ccccc3)nc2c1 (centres undefined)
    2	0	0	.	5	9	-8	-7
- COc1cccc(C(=O)Nc2ccc3c(c2)C(=O)N(C)C[C@H](OC)[C@H](C)CN(CC2CC2)[C@H](C)CO3)c1
    -3	-2	-2	-0.2	5	4	2	-9
- CCc1nc2ccc(C(=O)NCCOc3ccc(OC)cc3)cn2c1N(C)C(=O)C1CCCCC1
    5	-1	2	-0.1	7	0	-16	.
- N#C/C(=C\c1ccc(OCc2ccc(C(=O)O)cc2)cc1)C(=O)NCc1ccccc1
    -1	1	-1	.	5	18	-8	-4
- Cc1ccc(C)c(S(=O)(=O)N2CCN(C(=O)c3cccnc3)CC2)c1
    1	-6	3	-0.1	-3	-6	-7	.
- CCNC(=O)C[C@@H]1CC[C@@H](NC(=O)C2CCC2)[C@@H](CO)O1
    -3	-4	-1	0.1	1	0	-12	-1
- CC1CN(CCc2ccccc2)c2nc3c(c(=O)n(CC(N)=O)c(=O)n3C)n2C1 (centres undefined)
    8	2	-1	.	-3	2	-7	-4
- CN(CC(=O)N1CCN(c2ccccc2)CC1)C1CCCc2ccccc21 (centres undefined)
    -5	5	5	.	4	-7	-27	-1
- Cc1ccc(OCC(=O)NNC(=O)c2ccc(-n3cncn3)c([N+](=O)[O-])c2)cc1
    -2	0	.	0.4	.	.	2	-3
- CCNC(=O)C1CC(=O)N(CCCc2ccccc2)C(=Nc2ccccc2)S1 (centres undefined)
    -7	-8	.	.	.	-5	-17	-5
- COc1ccc(C2CC(=O)OC3=C2C(=O)CC(C)(C)C3)c(OC)c1 (centres undefined)
    1	.	1	6.7	6	-9	-8	-4
- CCOc1ccc(CC(=O)N/N=C/c2sccc2C)cc1
    3	3	0	.	-7	5	-6	0
- Cc1nn(-c2ccccc2)c(N2CCCCC2)c1/C=N/NC(=O)c1ccncc1
    -2	2	.	.	.	.	-1	-1
- O=C(N/N=C/c1cccc([N+](=O)[O-])c1)c1c[nH]c2ccccc12
    7	-1	5	.	0	.	-28	0
- c1ccc(-n2cnc3cc(NCc4ccccn4)ccc32)cc1
    -11	-3	.	.	.	2	23	22
- Cn1c(CCN2CCCCC2)nc2cc(NS(=O)(=O)c3ccc(Cl)cc3)ccc21
    .	.	-6	.	-9	1	.	4
- CCOc1ccc(CN(C)CC(=O)NCc2ccccc2Cl)cc1
    -3	1	.	0.1	.	.	-15	-4
- O=C(c1cccnc1)N1CC2(C1)[C@@H](c1ccccc1)[C@@H](CO)N2C(=O)C1CCC1
    4	1	.	-0.1	.	.	5	.
- CC(=O)Nc1ccc(-c2nc3cc(Cl)ccc3o2)cc1
    1	0	1	.	-2	7	-27	-2
- CCc1cc(C(=O)c2ccc(OC)cc2)c(NC(=O)CN2CCN(C)CC2)s1
    0	-2	2	0.3	8	.	1	0
- Cn1cnc(S(=O)(=O)N2CCCCN3[C@H](CO)[C@@H](c4ccc(C#CC5CCCC5)cc4)[C@H]3C2)c1
    -1	-5	4	-0.2	-15	2	21	0
- O=C(C1CC(=O)N(c2ccccc2F)C1)N1CCOCC1 (centres undefined)
    .	-3	1	6.5	-17	-1	-9	5
- Cc1ccccc1NC(=O)C1CCCN(S(=O)(=O)c2c(C)noc2C)C1 (centres undefined)
    .	.	8	.	6	-10	.	-1
- COCCNc1nc(-c2cc(-c3ccc(Cl)cc3)on2)cc(C(C)C)n1
    -2	2	-7	0.0	0	-4	8	-6
- CC(=O)c1cccc(CN2CCC(CO)(Cc3ccccc3)CC2)c1
    -4	-1	.	0.2	.	.	-3	3
- COc1ccc(-c2nnc(SCC(=O)N3CCCCC3)o2)cc1OC
    1	0	-3	0.0	2	5	-9	.
- NC(=O)COC(=O)c1ccccc1OCc1ccc(Cl)cc1
    -1	1	.	4.1	.	.	-20	-3
- COC(=O)CSc1nnc(CNS(=O)(=O)c2ccc(C)cc2)n1C
    .	.	-3	.	-11	-4	.	-6
- COCCCN1C(=O)[C@@]2(Cc3ccccc31)c1ccccc1C(=O)N(C1CCCCC1)[C@H]2c1ccc(CO)cc1
    2	17	-2	.	3	.	-7	-4
- O=C(c1cccnc1)N1CCN(S(=O)(=O)c2cccs2)CC1
    -2	-2	4	-0.3	-3	.	-10	-1
- CC(OC(=O)c1ccco1)C(=O)Nc1ccc(Cl)cn1 (centres undefined)
    1	.	-2	5.2	3	-8	-21	-3
- Cc1nc(CS(=O)c2ccc(Cl)cc2)cc(NCc2ccc(Cl)cc2Cl)n1 (centres undefined)
    .	.	1	.	-17	-5	.	-21
- CC1(OC(=O)c2ccc(Cl)nc2)C(=O)C=C2C=C3CCCN3C=C2C1=O (centres undefined)
    5	27	-3	-0.1	-7	-11	-14	6
- C/C(=N\n1cnnc1)c1ccc(C#N)cc1
    5	0	.	.	.	.	-5	-3
- CCN1/C(=C\C=C(C(C)=O)C(C)=O)Sc2ccccc21
    21	.	.	4.6	.	.	-242	8

Reformatted with bars between the fields: part of the list above.
Compound | ERp5 block | Casp6 inh | PglD DTNB | E-selectin induc | RAD54 inh | esBAF inh | RAD52 inh | ARNT TACC3 PPI
O=C(c1cccnc1)N1CCN(S(=O)(=O)c2cccs2)CC1 | -2 | -2 | 4 | -0.3 | -3 | . | -10 | -1
COCCCN1C(=O)[C@@]2(Cc3ccccc31)c1ccccc1C(=O)N(C1CCCCC1)[C@H]2c1ccc(CO)cc1 | 2 | 17 | -2 | . | 3 | . | -7 | -4
Cn1cnc(S(=O)(=O)N2CCCCN3[C@H](CO)[C@@H](c4ccc(C#CC5CCCC5)cc4)[C@H]3C2)c1 | -1 | -5 | 4 | -0.2 | -15 | 2 | 21 | 0
COC(=O)CSc1nnc(CNS(=O)(=O)c2ccc(C)cc2)n1C | . | . | -3 | . | -11 | -4 | . | -6
Cc1nc(CS(=O)c2ccc(Cl)cc2)cc(NCc2ccc(Cl)cc2Cl)n1 (centres undefined) | . | . | 1 | . | -17 | -5 | . | -21
O=C(C1CC(=O)N(c2ccccc2F)C1)N1CCOCC1 (centres undefined) | . | -3 | 1 | 6.5 | -17 | -1 | -9 | 5

The results go on.
Values in the order – ERp5 block	Casp6 inh	PglD DTNB	E-selectin induc	RAD54 inh	esBAF inh	RAD52 inh	ARNT TACC3 PPI
- C[C@@H]1CN([C@@H](C)CO)C(=O)c2cc(NC(=O)Cc3ccccc3)ccc2O[C@H]1CN(C)C(=O)Nc1cccc2ccccc12
    0	0	1	15	0	-1	0	-8
- Cc1ccc(Cc2cnc(NC(=O)CN3CCOCC3)s2)cc1Cl
    .	.	-1	.	-7	-2	.	-15
- Cc1cc(NC(=O)CSc2nc(C(C)C)nc3sc(C)c(C)c23)no1
    -1	-1	2	.	-4	0	-11	-16
- Cc1ccc(S(=O)(=O)N(C)C[C@@H]2OCCCC[C@@H](C)Oc3ccc(NC(=O)c4ccncc4)cc3C(=O)N([C@@H](C)CO)C[C@@H]2C)cc1
    4	-5	0	-0.1	-6	-1	30	-5
- Cc1cc(C)c(O)c(-c2cc(C(=O)Nc3cccnc3)[nH]n2)c1
    5	2	.	1.9	.	.	-9	-4
- Cc1cccc(OCCSc2nc3ccccc3n2CC(=O)O)c1
    -1	3	-7	.	7	0	7	0
- Cc1nc(NCC2CCCO2)c2nnn(Cc3ccccc3Cl)c2n1 (centres undefined)
    3	1	3	.	-6	-4	-16	15
- CCNC(=O)C[C@@H]1CC[C@@H]2[C@H](COC[C@H](O)CN2C(=O)Nc2c(C)noc2C)O1
    -10	0	0	0.0	7	-6	19	18
- O=C(Nc1cccc(NC(=O)c2ccco2)c1)c1ccccc1
    -1	-5	0	.	2	11	-15	-6
- Cc1ccc2c(C(=O)CN3CCN(C(=O)c4ccco4)CC3)c(C)[nH]c2c1
    -3	6	0	.	1	8	-25	10
- Brc1cccc(-c2nnc3sc(CNCc4ccco4)cn23)c1
    9	-1	-1	0.4	0	7	-160	21
- C[C@@H]1CN([C@@H](C)CO)C(=O)c2c(c3ccccc3n2C)-c2ccccc2CO[C@H]1CN(C)C(=O)[C@@H](Cc1ccccc1)N(C)C
    -3	0	-4	0.3	5	8	26	17
- CCOC(=O)Nc1cccc(OCC(=O)Nc2ccccc2OCC)c1
    .	.	-5	.	-1	11	.	-3
- COc1ccccc1C(NC(=O)C1CCN(CCc2ccc(Br)cc2)CC1)c1ccccn1 (centres undefined)
    -4	4	2	-0.2	6	-6	-22	.
